Compound activity as filed in PubChem BioAssay.
Scp1 inh: inhibitors of human Scp-1 phosphatase. Q9GZU7. Recombinant Scp1, phosphopeptide, malachite green phosphate absorbance. inhibition, % at 20 µM. 340,000 compounds, 0.88% hits. AID 493091;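 active = inhibition above about 50% at 20 µM, limit read from the data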;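 note: plate controls were DMSO wells with enzyme for no effect and wells lacking enzyme for full effect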
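Assay system: SCP-1 catalytic fragment, aa 76-261 | Buffer or medium: Tris acetate buffer pH 5.5 with MgCl2 and Tween-20 | Compound: One concentration, 20 µM, with 1.0% DMSO | Also added: Phospho 17-mer peptide substrate | Signal: Absorbance at 630 nm | Incubation: 45 min enzyme reaction at room temperature | Measure: % inhibition of SCP-1 phosphate liberation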
TbMetRS inhib: Trypanosoma brucei MetRS inhibition | 360,000 compounds, 0.4% hits | inhibition, % at 11.9 µM | purified T. brucei MetRS, ATP depletion, Kinase-Glo luminescence;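 active = inhibition above a per-plate cutoff of the control wells' mean inhibition plus 3 SD, cut at about 5.5% in these data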;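 note: 0% = DMSO wells median and 100% = median of wells with control inhibitor compound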
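Test system – parasite MetRS enzyme · Reagent – substrates ATP, L-methionine and bulk Escherichia coli tRNA · Doses – 11.9 µM compound single dose, 0.9% DMSO · Times – 15 min enzyme-compound preincubation, 2 h reaction, 10 min detection, 25 °C · Signal – Kinase-Glo luminescence, ATP depletion format · Controls – DMSO-only wells as low control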
CSN inh: inhibitors of human CSN-mediated cullin deneddylation; inhibition, % at 12.5 µM; Q92905; Purified CSN, SCF-Nedd8-OG deneddylation, fluorescence polarization; 360,000 compounds, 0.38% hits;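 active = pattern-corrected inhibition above about 35%, with an unprinted fluorescence ratio check between 0.5 and 1.5, limit read from the data, passing the limit was not always enough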;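 note: 0% = enzyme with substrate and 100% = substrate without enzyme; some results filed as inactive read as strong as hits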
Target sequence (Q92905 whole entry, looked up, one chain of several): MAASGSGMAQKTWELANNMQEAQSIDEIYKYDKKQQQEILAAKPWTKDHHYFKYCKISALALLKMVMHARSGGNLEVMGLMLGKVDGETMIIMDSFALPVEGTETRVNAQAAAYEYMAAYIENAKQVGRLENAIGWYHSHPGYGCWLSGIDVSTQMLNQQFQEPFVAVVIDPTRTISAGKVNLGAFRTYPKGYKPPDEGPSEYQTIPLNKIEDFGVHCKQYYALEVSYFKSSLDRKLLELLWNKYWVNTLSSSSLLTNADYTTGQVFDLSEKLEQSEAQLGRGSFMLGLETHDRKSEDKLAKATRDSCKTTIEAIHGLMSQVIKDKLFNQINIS
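Assay system: HEK293T-derived human Csn5 enzyme; quantity: 0.24 nM enzyme; medium: Tris/NaCl/DTT buffer, pH 7.5; also added: substrate SCFSkp2-Nedd8OG, 10 nM; doses: 12.5 µM compound; schedule: 90 min reaction at room temperature; signal: FP; read-out: % inhibition of substrate cleavage by Csn5; benchmarks: substrate-only high control, full reaction low control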
DNMT1 block: DNMT1 (human) enzyme inhibition; DNMT1 molecular beacon, Hinp1I cleavage, fluorescence; inhibition (reported as % activation of signal), % at 10 µM; 360,000 compounds, 0.83% hits; AID 588458; in the data active = inhibition above about 50%
NadD block: blocks S. aureus nicotinate mononucleotide adenylyltransferase; purified NadD enzyme, colorimetric absorbance read-out; inhibition, % at 20 µM; 360,000 compounds, 0.78% hits; AID 602399; in the data active = inhibition above about 26%; note: some compounds past the cut are filed as inactive
MsrA inh: bovine MsrA inhibition; AID 651718; inhibition, % at 15.5 µM; purified bovine MsrA, absorbance read-out; 360,000 compounds, 0.75% hits; in the data active = inhibition above about 4.5%;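 note: 0% = vehicle wells with enzyme and 100% = reference inhibitor wells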
Rpn11 inh: Rpn11 (human) deubiquitinase inhibition; AID 588493; calls only at 20 µM; O00487; human 26S proteasome, Ub4-pepOG fluorescence polarization; 20S core pre-blocked with epoxomicin; 360,000 compounds, 0.59% hits;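 active = inhibition at 20 µM, scaled to each plate's controls, above about 33%, limit read from the data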
SUMO1-SIM PPI: alters human SUMO1 binding to SIM partners; inhibition, % at 20 µM; SUMO1 binding to a labelled peptide, TR-FRET, 1 h; 360,000 compounds, 0.33% hits; in the data active = inhibition above about 37%
Target sequence (P63165 whole entry, looked up): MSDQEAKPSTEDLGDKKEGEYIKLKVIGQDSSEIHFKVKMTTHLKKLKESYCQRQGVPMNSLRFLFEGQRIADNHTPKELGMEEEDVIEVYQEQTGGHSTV
STEP block: inhibitors of human striatal-enriched phosphatase STEP; inhibition, % at 20 µM; AID 588621; 360,000 compounds, 0.25% hits; recombinant STEP, OMFP fluorogenic substrate, fluorescence; P54829;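 active = inhibition at 20 µM, scaled per plate between control wells, above about 37%, limit read from the data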;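 note: 0% = DMSO with enzyme and substrate and 100% = substrate only without enzyme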
Target sequence (P54829 whole entry, looked up): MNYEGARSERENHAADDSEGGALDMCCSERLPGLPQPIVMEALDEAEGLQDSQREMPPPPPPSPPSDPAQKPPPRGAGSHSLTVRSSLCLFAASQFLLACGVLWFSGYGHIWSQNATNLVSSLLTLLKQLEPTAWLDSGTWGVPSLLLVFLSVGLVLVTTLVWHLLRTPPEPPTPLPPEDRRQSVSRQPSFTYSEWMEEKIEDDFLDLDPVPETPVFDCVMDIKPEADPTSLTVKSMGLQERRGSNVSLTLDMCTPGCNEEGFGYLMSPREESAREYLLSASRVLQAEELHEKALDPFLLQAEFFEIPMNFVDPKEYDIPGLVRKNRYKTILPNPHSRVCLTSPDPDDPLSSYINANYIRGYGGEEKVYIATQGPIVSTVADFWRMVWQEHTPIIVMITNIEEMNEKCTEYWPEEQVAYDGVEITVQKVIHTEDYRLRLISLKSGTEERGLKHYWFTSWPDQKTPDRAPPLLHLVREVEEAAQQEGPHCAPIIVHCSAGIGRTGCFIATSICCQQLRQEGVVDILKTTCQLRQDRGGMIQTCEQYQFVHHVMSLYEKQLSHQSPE
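Material: STEP (striatal-enriched tyrosine phosphatase) enzyme, cell-free; Compound dosing: 20 µM single dose in 1% DMSO; Technique: fluorescence read at 480 nm ex / 540 nm em; Times: reaction 20 min, ambient temperature; Medium: 50 mM Bis-Tris pH 6.0 with 2.5 mM DTT and 0.005% Tween 20; Also added: OMFP at 25 µM.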
LMPTP block: LMPTP (human) inhibition; P24666; recombinant LMPTP-A, OMFP fluorogenic substrate, fluorescence intensity; inhibition, % at 20 µM; 360,000 compounds, 0.22% hits;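 active = compounds that cut the enzyme signal by at least half of the control window in the single-dose screen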;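 note: plate controls were DMSO wells with enzyme plus substrate for no effect and substrate without enzyme for full effect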
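Assay system: LMPTP-A phosphatase enzyme | Input: 0.625 nM enzyme | Also added: Fluorogenic phosphatase substrate OMFP at 400 µM final | Compound dosing: One test concentration per compound, 20 µM, with 3% DMSO overall | Schedule: 50 min enzyme reaction at room temperature, protected from light | Signal: Fluorescence intensity | Benchmarks: no-enzyme and uninhibited controls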
Numbers without * were called inactive; i = inactive; / = no result given; + = active, no number.

nr	Scp1 inh	TbMetRS inhib	CSN inh	DNMT1 block	NadD block	MsrA inh	Rpn11 inh	SUMO1-SIM PPI	STEP block	LMPTP block	mol
1	-4	-0.1	3	1	-8	-0.5	i	-5	-4	1.6	C#CCOCCOCCOCCNc1nc(N2CCOCC2)nc(N2CCN(C(=O)[C@H](C)n3cc(CCCN=C(N)N)nn3)CC2)n1
2	0	-0.3	-1	4	-2	1.3	i	2	-1	-0.3	COCCn1c(SCC(=O)Nc2ccc(Cl)cn2)nc2ccccc21
3	5	0.0	9	-12	6	1.8	+	-2	6	5.2	COc1ccc(C(=O)c2c(N)sc3c2CCN(C(=O)OC(C)(C)C)C3)cc1
4	-5	-0.4	0	4	1	0.0	i	4	0	-2.2	CCCNC(=O)C(Cc1ccc(Br)cc1)NC(=O)c1ccc(C#N)cc1 (centres undefined)
5	-5	-1.2	6	1	-5	0.2	i	-2	-2	-1.6	NC(=O)COc1ncn(-c2ccccc2)n1
6	-4	-0.2	5	-3	0	-0.2	i	-2	-2	0.7	CC(/C=N\NC(=O)Cn1c(C)nc2ccccc21)=C\c1ccccc1
7	-6	0.0	5	15	-1	1.4	i	-29	1	0.1	CCCNC(=O)c1ccc2c(=O)c(O)c(-c3ccc(C)cc3)[nH]c2c1
8	-8	7.5*	5	-4	8	-1.0	i	-1	2	-0.6	OCC1(CCOc2ccccc2)CCN(Cc2nc3ccc(F)cc3[nH]2)CC1
9	-7	-1.0	-5	-1	-1	1.2	i	2	-4	-0.5	CC(NC(=O)c1ccccc1NC(=O)c1ccccc1)C(=O)N1CCOCC1 (centres undefined)
10	-3	-0.6	3	5	7	1.0	i	-1	-1	-1.6	Clc1ccc2nc(N3CCN(c4ccccc4)CC3)sc2c1
11	-6	0.0	-2	-3	3	1.9	i	-1	4	11	COc1ccccc1C1/C(=C(/O)c2ccccc2)C(=O)C(=O)N1CCO (centres undefined)
12	68*	0.1	5	48	-1	1.2	i	7	2	-0.2	O=C(Nc1ccc(Br)cc1Cl)c1cnccn1
13	-5	0.2	-4	0	-1	1.0	i	4	-1	-1.1	COc1cc(C2C3=C(CC(C)(C)CC3=O)N(C)C(=O)N2C)cc(OC)c1OC (centres undefined)
14	-7	-0.1	6	4	5	1.0	i	1	-8	-0.1	CC(C)OC(=O)CSc1nc(-c2ccc(F)cc2)nc2ccc(F)cc12
15	4	-0.5	-1	-1	-1	-0.2	i	1	-4	-1.0	COc1ccc(CCn2ccc(O)c(Cc3ccc(Cl)cc3)c2=O)cc1OC
16	-6	-0.9	-1	-1	-4	0.0	i	4	0	-0.5	CCCCN1C(=O)N(c2ccc(Cl)cc2)C(C)(O)CC1(C)C (centres undefined)
17	-2	-0.6	0	0	-9	-0.2	i	-2	-2	1.2	CCN(CC)CCNC(=O)c1ccc2c(=O)n(CCc3ccccc3)c(=O)[nH]c2c1
18	12	-0.5	0	-14	8	-0.9	i	2	-4	2.0	O=C(CC1SC(=Nc2ccccc2)N(Cc2ccccn2)C1=O)Nc1cccc(Cl)c1 (centres undefined)
19	-6	-0.6	2	-3	1	-0.9	i	-34	1	1.9	COC(=O)c1ccc(Cn2cc(/C=C\[N+](=O)[O-])c3ccccc32)o1
20	-5	-0.3	-1	0	5	-0.1	i	-12	-1	-8.6	O=C(CCc1c[nH]c2ccccc12)NCc1ccncc1
21	-5	-0.7	-1	25	-7	0.3	i	-4	-3	-1.4	Cc1cc2ncc(S(C)(=O)=O)c(N)n2n1
22	15	-0.3	0	2	-1	-0.6	i	4	0	-1.2	Cc1cc(C)c(S(=O)(=O)N2CCN=C2c2ccccc2)c(C)c1
23	-4	0.1	-1	2	3	0.0	i	-9	3	3.0	Fc1ccc(N2CCN(c3ccc4c(C(F)(F)F)cc(C(F)(F)F)nc4n3)CC2)cc1
24	-4	-0.9	-1	1	0	1.1	i	4	-2	-1.5	CN1CCN(C(=O)c2ccccc2N(Cc2ccccc2)S(C)(=O)=O)CC1
25	-14	0.1	-3	7	0	0.3	i	0	2	-0.5	C=CCOc1c(Br)cc(CNn2nnnc2N)cc1OCC
26	-5	-0.1	1	1	2	0.1	i	12	0	-0.5	CSc1ccccc1NC(=O)CN(C)CC(=O)Nc1ccc(N2CCOCC2)cc1
27	0	-1.2	-5	2	-4	5.2*	i	-13	-3	-0.8	COCCn1c(SCC(=O)Nc2ccc3c(c2)OCCO3)nc2c(c1=O)SC(C)C2 (centres undefined)
28	-4	0.5	0	-1	0	0.1	i	1	2	0.2	CC(O)CCC(=O)NNC1CC(=O)N(c2ccccc2)C1=O (centres undefined)
29	-8	-0.2	2	2	-4	2.4	i	2	-1	-0.7	CCCNC(=O)c1onc(CS(=O)(=O)c2cccc(OC)c2)c1C(=O)NCCC
30	/	-0.4	-2	-8	-2	-0.3	i	-1	2	1.7	CCc1nc2ccc(C(=O)N3CCN(c4ccccc4)CC3)cn2c1N(C)CCC(C)C
31	5	-0.9	-11	-2	-16	0.2	i	-18	2	2.0	CC(Nc1[nH]c(=O)n(C)c(=O)c1N=O)c1ccccc1 (centres undefined)
32	-2	-0.4	-5	2	-5	-0.1	i	-2	-2	-1.2	COC(=O)C(Cc1ccc(O)cc1)NC(=O)C(C)NC(=O)c1ccc(C(C)(C)C)cc1 (centres undefined)
33	-5	0.1	-5	6	-1	-0.5	i	6	10	-0.6	CC(C)(C)OC(=O)C[C@H]1C/C=C\C[C@H](CC(=O)N[C@@H](CO)Cc2ccccc2)C(=O)N[C@H](C(C)(C)C)COC1=O
34	-5	-0.5	-1	19	-9	0.2	i	4	1	3.4	CN(C)S(=O)(=O)c1ccc(NC(=O)Cn2nc(-c3ccc4c(c3)OCCO4)ccc2=O)cc1
35	1	0.2	0	2	2	0.0	i	-6	0	-1.7	O=C(COCc1cc(-c2cccs2)on1)NC1CCCCC1
36	-3	0.1	-3	1	6	0.7	i	-1	-2	0.1	Cc1ccc(N2CC(C(=O)N3CCC4(CC3)CC(=O)c3ccccc3O4)CC2=O)cc1 (centres undefined)
37	5	-0.5	1	2	-4	0.1	i	0	-2	-2.2	Cc1ccc(C)c(NC(=O)CN(C)C(=O)CSC(C)C(=O)Nc2cc(C)on2)c1 (centres undefined)
38	-13	-0.1	-2	-1	-8	0.6	i	-39	-1	1.0	COc1cccc(CNC(=O)COC(=O)c2cc([N+](=O)[O-])ccc2N2CCCC2)c1
39	-3	0.3	-5	1	-1	2.0	i	0	0	-0.5	O=C1Nc2c(c(=O)[nH]c(=O)n2-c2ccccc2)C(C(F)(F)F)(C(F)(F)F)N1
40	-8	-0.3	-5	0	-1	2.0	i	6	-2	-1.4	CCOc1ccccc1NC(=O)CSc1nnc(CCC(=O)Nc2ccccc2F)n1C
41	3	0.1	2	2	-5	1.8	i	3	-1	-0.1	CSc1ccc(CN(C)C(=O)c2cc(=O)[nH]c3ccccc23)cc1
42	-9	0.2	-6	0	-1	0.7	i	-2	3	0.6	CCC(CC)C(=O)N(CCc1ccc(OC)cc1)Cc1nc2ccccc2c(=O)[nH]1
43	3	0.3	-1	-4	11	5.1*	i	-17	3	2.8	NC(=S)N/N=C/c1ccc(-c2cccc([N+](=O)[O-])c2)o1
44	-6	0.0	2	-1	-4	1.6	i	4	2	0.7	COc1ccc(C(=O)Nc2nc3ccccc3s2)cc1OC
45	/	-0.3	-3	0	2	-1.3	i	2	1	1.3	COc1cc(C(=O)N2CCCC(c3cc(C(=O)NCc4ccc(F)cc4)no3)C2)cc(OC)c1C (centres undefined)

An excerpt from above in order of their number in MsrA inh, low to high:
no.	SMILES	MsrA inh
32	COC(=O)C(Cc1ccc(O)cc1)NC(=O)C(C)NC(=O)c1ccc(C(C)(C)C)cc1 (centres undefined)	-0.1
35	O=C(COCc1cc(-c2cccs2)on1)NC1CCCCC1	0.0
31	CC(Nc1[nH]c(=O)n(C)c(=O)c1N=O)c1ccccc1 (centres undefined)	0.2

An excerpt from above in order of heavy-atom count, descending:
nr	Scp1 inh	TbMetRS inhib	CSN inh	DNMT1 block	NadD block	MsrA inh	Rpn11 inh	SUMO1-SIM PPI	STEP block	LMPTP block	mol
32	-2	-0.4	-5	2	-5	-0.1	i	-2	-2	-1.2	COC(=O)C(Cc1ccc(O)cc1)NC(=O)C(C)NC(=O)c1ccc(C(C)(C)C)cc1 (centres undefined)
38	-13	-0.1	-2	-1	-8	0.6	i	-39	-1	1.0	COc1cccc(CNC(=O)COC(=O)c2cc([N+](=O)[O-])ccc2N2CCCC2)c1
37	5	-0.5	1	2	-4	0.1	i	0	-2	-2.2	Cc1ccc(C)c(NC(=O)CN(C)C(=O)CSC(C)C(=O)Nc2cc(C)on2)c1 (centres undefined)
39	-3	0.3	-5	1	-1	2.0	i	0	0	-0.5	O=C1Nc2c(c(=O)[nH]c(=O)n2-c2ccccc2)C(C(F)(F)F)(C(F)(F)F)N1
41	3	0.1	2	2	-5	1.8	i	3	-1	-0.1	CSc1ccc(CN(C)C(=O)c2cc(=O)[nH]c3ccccc23)cc1
43	3	0.3	-1	-4	11	5.1*	i	-17	3	2.8	NC(=S)N/N=C/c1ccc(-c2cccc([N+](=O)[O-])c2)o1

Values in list order from the list:
Compounds 37–45 in MsrA inh read 0.1, 0.6, 2.0, 2.0, 1.8, 0.7, 5.1*, 1.6, -1.3
Compounds 37–45 in SUMO1-SIM PPI read 0, -39, 0, 6, 3, -2, -17, 4, 2
Compounds 37–45 in CSN inh read 1, -2, -5, -5, 2, -6, -1, 2, -3
